Assay outcomes as filed in PubChem.
N370S GC mod: N370S glucocerebrosidase modulation, Gaucher chaperone candidate. N370S GC spleen homogenate, 4MU-glucoside fluorescence. hit rate 0.092% among 330,000. P04062. Potency, µM (highest dose often 59.4 µM), inactives show top-dose activity change, negative = inhibition, most hits filed as inhibitors;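 further: 0% = full enzyme activity and -100% = no enzyme basal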
FEN1 inh: human FEN1 inhibition; P39748; Recombinant FEN1 flap cleavage, fluorescence, 15 min; Potency, µM (titrated, usually from 114 µM), for the others: at the top dose activity change, negative = inhibition, hits mostly inhibitors; hit rate 0.35% among 390,000; further: nearly all actives have a fitted effect of over 65% in size
Target sequence (P39748 whole entry, looked up): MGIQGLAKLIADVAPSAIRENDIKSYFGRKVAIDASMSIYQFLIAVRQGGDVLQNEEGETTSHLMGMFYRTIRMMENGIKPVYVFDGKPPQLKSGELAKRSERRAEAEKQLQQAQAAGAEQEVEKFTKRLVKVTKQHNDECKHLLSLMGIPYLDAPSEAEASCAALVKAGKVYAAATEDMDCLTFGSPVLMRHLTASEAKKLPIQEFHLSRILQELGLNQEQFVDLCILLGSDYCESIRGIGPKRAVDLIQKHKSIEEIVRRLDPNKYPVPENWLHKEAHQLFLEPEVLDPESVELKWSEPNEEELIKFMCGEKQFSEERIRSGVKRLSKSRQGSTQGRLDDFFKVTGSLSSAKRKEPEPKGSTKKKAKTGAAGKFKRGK
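Read-out was taken twice, immediately and after 15 min, following addition of 50 nM substrate to 10 nM FEN1 that had sat with test compound for 15 min at room temperature. Curves came from a four-parameter Hill model.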
TDP1 cell CPT: growth inhibition of DT40 Tdp1-/-;hTDP1 cells with camptothecin (screen for TDP1 inhibitors) | AID 686979 | Potency, µM (highest dose often 46.2 µM), without a hit: at the highest dose activity change, negative = growth inhibition, actives largely listed as inhibitors | chicken DT40 Tdp1-/-;hTDP1 cells + 20 nM CPT, ATP luminescence, 48 h | hit rate 12% among 420,000; further: nearly all actives have a fitted effect of over 55% in size
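Cell growth measured by CellTiter-Glo luminescence after a minimum 48 h, 37 C compound exposure with 20 nM CPT in Tdp1-knockout DT40 cells stably expressing hTDP1, seeded 400/well; qHTS titration format.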
* hit, by the source's call; ? = inconclusive; · = no result given; & = joins results of further samples; [ ] = another dose, or the depositor's remark. The call rests on the fitted dose curve; in most records, active means well fitted curve in the direction sought with a large enough effect; inconclusive means small, poorly fitted or top-dose-only effect, or another doubt; inactive means no such curve, though single readings can be large; an effect the other way counts as inactive or inconclusive. Unless noted, on the % scale 0 is the no-effect control and ±100 the full control effect; potency means the concentration at half of the fitted maximal effect. Some of the compounds tested. The share of hits here may be higher or lower than overall.

Order of results: TDP1 cell CPT, N370S GC mod, FEN1 inh
> COc1cccc(CNC(=O)C2CCCN(S(=O)(=O)N3CC(C)CC(C)C3)C2)c1 (stereo not drawn)
  -23%, -9%, -18%
> Cc1cc(NC(=O)CSc2ccc3nnc(-c4ccccn4)n3n2)no1
  -3%, 5%, -6%
> COc1ccc(C=O)cc1CSc1ccccn1
  3%, 0%, 0%
> COc1ccccc1C(=O)Nc1nnc(S(=O)(=O)N(C)c2ccc(Cl)cc2)s1
  -15%, ·, -8%
> CC(=O)Nc1ccc(NC(=O)Cn2nc([N+](=O)[O-])c(Br)c2C)cc1
  1%, 2%, -3%
> COC(=O)[C@@H](NC(=O)Nc1cccc(Br)c1)C(C)C
  -3%, -3%, -1%
> CC(=O)Nc1ccc(NC(=O)c2ccc3c(c2)C(=O)N(c2ccccc2C)C3=O)cc1
  -3%, -5%, 14%
> O=C(c1ccc2c(c1)OCCO2)C1CCN(S(=O)(=O)c2cccc(F)c2)CC1
  -1%, 2%, -16%
> C[C@H](CO)N1C[C@H](C)[C@@H](CN(C)S(C)(=O)=O)Oc2ccc(NC(=O)Nc3ccc4c(c3)OCO4)cc2C1=O
  2%, ·, 11%
> CCN(CC(=O)Nc1c(F)cccc1F)C(=O)c1ccc(N2CCCC2)c([N+](=O)[O-])c1
  ?, 1%, 9%
> O=S(=O)(c1cccc2c(S(=O)(=O)N3CCCC3)cccc12)N1CCCC1
  ?, 3%, 1%
> Cc1c(C)[n+](=O)c(-c2ccco2)c(C)n1[O-]
  3%, 8%, -8%
> CCn1c(SCC(=O)Nc2nccs2)nnc1-c1cccnc1
  -3%, -3%, 18%
> Cc1ccc(Cl)cc1NC(=O)COCc1cc(-c2ccco2)on1
  -21%, ·, 0%
> CC1CCCCN1C(=O)c1ccc(OC2CCN(S(=O)(=O)N(C)C)CC2)cc1 (stereo not drawn)
  ?, 14%, 12%

Later entries:
Order of results: TDP1 cell CPT, N370S GC mod, FEN1 inh
> CC(=O)C(=Nc1ccc(Cl)cc1Cl)NNc1cccc(Cl)c1
  ?, 10%, ?
> CC(=O)N1CCC[C@@]2(CCN(c3ccncc3)C2)C1
  -2%, 11%, ·
> C=CCOC(=O)C1=C(C)Nc2nnnn2C1c1cccc(OC)c1OC (stereo not drawn)
  -26%, 1%, -5%
> COC(=O)c1c(NC(=O)c2ccc(N(C)S(=O)(=O)c3ccc(C)cc3)cc2)sc2c1CCCC2
  -16%, 16%, -5%
> COCc1cc(C)nc(Sc2nc3c(c(=O)n(C)c(=O)n3C)n2C)c1C#N
  -7%, -8%, -11%
> COc1cc2nc(N3CCN(C)CC3)nc(NC3CC3)c2cc1OC
  11µM*, ·, -20%
> COc1ccccc1CNS(=O)(=O)c1ccc(-c2cc(C(F)(F)F)on2)s1
  23µM*, ·, ?
> CC(=NNC(=S)N1CC2CCC(CC2)C1)c1cccc(C)n1
  0.01µM*, ·, -6%
> CN(C(=O)c1cccc(NC(=O)Cc2ccccc2)c1)c1ccccc1
  ?, -8%, 13%
> COc1ccccc1C(=O)OCc1cc(=O)n2ccsc2n1
  2%, ·, 0%
> Cc1cc(C)c(S(=O)(=O)N2CCCCC2CCNC(=O)C(=O)NCC2CCCO2)c(C)c1 (stereo not drawn)
  ?, 0%, 15%
> Cc1ccnc(NC(=O)CCC(=O)N(CC(=O)NCc2ccccc2)Cc2cccs2)c1
  5%, 17%, 0%
> Cc1cc(C)c2c(=O)[nH]c(SCc3ccccc3)nc2n1
  30%[activator], -1%, -3%
> C=C(C)CN(CC)C(=O)CN1C(=O)NC2(CCCc3ccccc32)C1=O (stereo not drawn)
  -2%, -4%, 17%
> Cc1ccc(C(=O)N/N=C\c2cccn2C)cn1
  0%, 14%, -4%

Some of the entries above in another layout.
> Cc1cc(NC(=O)CSc2ccc3nnc(-c4ccccn4)n3n2)no1
  TDP1 cell CPT = -3%
  N370S GC mod = 5%
  FEN1 inh = -6%
> CCN(CC(=O)Nc1c(F)cccc1F)C(=O)c1ccc(N2CCCC2)c([N+](=O)[O-])c1
  TDP1 cell CPT = ?
  N370S GC mod = 1%
  FEN1 inh = 9%
> Cc1ccnc(NC(=O)CCC(=O)N(CC(=O)NCc2ccccc2)Cc2cccs2)c1
  TDP1 cell CPT = 5%
  N370S GC mod = 17%
  FEN1 inh = 0%
> CN(C(=O)c1cccc(NC(=O)Cc2ccccc2)c1)c1ccccc1
  TDP1 cell CPT = ?
  N370S GC mod = -8%
  FEN1 inh = 13%

Continuation.
Order of results: TDP1 cell CPT, N370S GC mod, FEN1 inh
> CCC(C(=O)NCCc1ccc(SC)cc1)n1nc(C)c2c(C)n(-c3ccc(C)cc3)nc2c1=O (stereo not drawn)
  13µM*, ·, 7%
> CN1CCN(C(=O)/C(=C\c2cccnc2)NC(=O)c2cccc(Br)c2)CC1
  6%, 0%, -5%
> [N-]=[N+]=NC[C@H](Cc1ccccc1)N1CCN(Cc2ccccc2)CCC1=O
  -14%, -10%, 13%
> CCn1cc(C(=O)N(C)c2ccc(OC)cc2OC)c2cc(OC)c(OC)cc2c1=O
  -11%, -4%, -4%
> COc1ccccc1CNc1nc(-c2ccoc2)nc2ccccc12
  15µM*, ?, ·
> CCCn1c(SCC(=O)N2CC(=O)Nc3ccccc32)nc2ccccc21
  6%, 6%, -3%
> O=C(NC1CC1)C1CCCN(C(=O)NC2CCCCC2)C1 (stereo not drawn)
  -12%, 8%, 22%
> CC1CCCN(S(=O)(=O)c2coc(C(N)=O)c2)C1 (stereo not drawn)
  -7%, 2%, -7%
> N#C/C(=C\c1ccc(OC(=O)c2ccc(Br)s2)cc1)c1nc2ccccc2[nH]1
  ?, 6%, -5%
> CN(Cc1ccon1)C(=O)CC1C(=O)NCCN1Cc1ccccc1C(F)(F)F (stereo not drawn)
  3%, -8%, -2%
> O=C(CCCn1cc([N+](=O)[O-])cn1)NC1CCCCCC1
  6%, -2%, -3%
> Cc1onc(-c2ccccc2)c1-c1nnc(COC(=O)c2ccc(O)cc2)o1
  -12%, -6%, -19%
> COc1ccc(Cl)cc1NC(=S)Nc1ccccc1F
  7%, 7%, -12%
> COCCCN(CC(=O)O)S(=O)(=O)c1cccc(Cl)c1
  -2%, -8%, 20%
> Cc1[nH]c(=S)c(C#N)c(C)c1CCC#N
  ?, -1%, 14%

Further structures follow.
Order of results: TDP1 cell CPT, N370S GC mod, FEN1 inh
> Cc1ccc(CCNC(=O)NCc2noc3ccc(C)cc23)cc1
  1%, ·, 7%
> COc1ccc(OCc2cc(C(=O)N[C@H]3CCCCNC3=O)no2)c(Cl)c1
  -25%, -10%, 1%
> Cc1cc(OCC(=O)NCc2cccnc2)c2c(C)c(C)c(=O)oc2c1
  0%, 0%, 5%
> CCOc1ccc(CCNC(=O)Cn2c(=O)c3cccn3c3ccc(F)cc32)cc1OCC
  ?, ·, -3%
> O=C1CC(SC2=NCCS2)C(=O)N1c1cccc(Cl)c1Cl (stereo not drawn)
  -1%, -10%, -6%
> Cc1ccccc1NC(=O)CCC(=O)N/N=C/c1ccc(F)cc1
  -9%, 3%, -1%
> CC1(C)CC23C(=O)CCC(O)C2(C)CCC13 (stereo not drawn)
  -6%, -20%, ·
> Cc1cccc(NC(=S)N/N=C2\CC(C)(C)Oc3ccc(O)cc32)c1
  3.7µM*, 2%, 9%
> COc1ccc(-c2nc(C(=O)NCCCN3CCOCC3)cc3c2[nH]c2ccccc23)cc1OC
  13µM*, ?, ?
> O=C(CSc1nnc(COc2ccc(Br)cc2)o1)NC1CCCCC1
  6%, 4%, 4%
> O=C(COC(=O)C1CC2C=CC1C2)Nc1cccc(S(=O)(=O)N2CCCCCC2)c1 (stereo not drawn)
  ?, 19%, -19%
> O=C(Cc1ccc([N+](=O)[O-])cc1)NCc1ccc2c(c1)OCO2
  -11%, -1%, 10%
> CC(NC(=O)c1cccs1)C(c1cccs1)N1CCN(c2ccccc2)CC1 (stereo not drawn)
  -24%, 7%, 8%
> Cc1cnc(NC(=O)c2cc3c(s2)CCCC3)s1
  -29%, 1%, -3%
> C=C(C)Cn1c(-c2ccc(OC)cc2)nc2ccccc21
  13µM*, 7%, -8%

(further entries)
Order of results: TDP1 cell CPT, N370S GC mod, FEN1 inh
> O=C(CCCN1C(=O)c2ccccc2C1=O)N1CCCCC1
  -15%, 0%, -4%
> O=[N+]([O-])c1cccc(CN2C(COCc3ccccc3)CCC=CS2(=O)=O)c1 (stereo not drawn)
  ·, 5%, 13%
> CC(C)(C)c1ccc(CN2N=C(/C=C/c3ccccc3)CCC2=O)cc1
  9%, 11%, -9%
> CCOC(=O)CSc1nc2ccc(NC(=O)c3ccc(F)cc3)cc2s1
  -3%, ·, -8%
> Cc1ccc(NC(=S)NCCC2=CCCCC2)cc1
  ?, 11%, -1%
> CC(C)(O)C#Cc1ccc(C(=O)NC(CCCNC(N)=O)C(=O)O)s1 (stereo not drawn)
  2%, 1%, -3%
> Cc1cc(C)c2c(c1)cc(C)c1nnc(SCC(=O)Nc3ccccc3N3CCOCC3)n12
  ?, 19%, -19%
> O=C(O)CC(Cn1[nH]nnc1=S)c1ccccc1 (stereo not drawn)
  -28%, 10%, 1%
> COc1ccc(C(=O)COc2ccc3ccc(=O)oc3c2)cc1
  ?, -3%, 17%
> N#Cc1c(NC(=O)CSc2ncccn2)oc(-c2ccccc2)c1-c1ccccc1
  -7%, ·, -1%
> O=C(CNC(=O)c1ccc(Br)o1)NNC(=O)c1n[nH]c(=O)c2ccccc12
  -2%, ·, 1%
> C[C@@H](O)C1NC(=O)[C@H](CCCCN)NC(=O)c2cc([N+](=O)[O-])cc(F)c2NCCCC[C@@H](C(N)=O)NC1=O (stereo partly drawn)
  5%, -21%, -21%
> CC1(C)COCN1C(=O)c1ccc(Cl)c(Cl)c1
  17%, -9%, 6%
> CCC(=O)n1nc(-c2cccnc2)nc1NCc1ccc(F)cc1
  0%&-10%, 21%, 1%&16%
> O=C(CNC(=O)c1ccc(Cl)cc1Cl)OCc1nc2ccccc2s1
  -6%, -22%, -4%

New compounds follow:
Order of results: TDP1 cell CPT, N370S GC mod, FEN1 inh
> COc1ccc(CC(=O)Nc2ccc(-c3noc(-c4ccc(Cl)cc4)n3)cc2)cc1
  5.2µM*, 9%, 4%
> Cc1ccc(F)cc1NC(=O)N1c2ccccc2NC(=O)CC1C (stereo not drawn)
  0%, -23%, 16%
> O=C(CCN1C(=O)c2ccccc2C1=O)C1=NN[C@@H]2C(=O)N(c3cccc(Cl)c3)C(=O)[C@H]12
  -9%, 8%, -5%
> O=c1c2cc(Br)ccc2nc(-c2ccc(Cl)cc2)n1O
  ?, -3%, 0%
> Cn1c(NC(=O)C2CCCC2)cc(=O)n(C)c1=O
  -3%, 5%, 4%
> NC(N)=NN=C1c2ccccc2-c2ccccc21
  27%, -10%, -3%
> CCc1cccc(NC(=O)C2CCC(CNS(=O)(=O)c3ccc4c(c3)CCCC(=O)N4)CC2)c1 (stereo not drawn)
  ?, ·, -2%
> COCCCCOc1cc2nc(N3CCCN(C)CC3)nc(NC3CCN(C)CC3)c2cc1OC
  13µM*, ·, 45µM*
> CCOC(=O)C1CCCCN1Cc1ccc(-c2ccccc2)cc1 (stereo not drawn)
  ?, -3%, -13%
> CC(C)C(=O)Nc1c(C(=O)N2CCN(c3ccccc3F)CC2)oc2ccccc12
  10µM*, ·, -15%
> O=[N+]([O-])c1cc(Br)cc(/C=N/n2cnnc2)c1O
  -26%, 3%, -3%
> O=c1ccc(=O)n2n1CC(O)C2
  0%, -14%, 8%
> COc1ccc(NC(=O)Nc2ccc3nonc3c2)cc1
  2%, 0%, -5%
> CCC(C)Sc1ccc(-c2nc3ccc(C)cn3c2NC2CCCCC2)cc1 (stereo not drawn)
  7.3µM*, ?, -19%
> COCCn1c(C)cc(C(=O)COC(=O)c2ccc3c(c2)NC(=O)CS3)c1C
  -26%, -1%, 8%

The results go on:
Order of results: TDP1 cell CPT, N370S GC mod, FEN1 inh
> COC(=O)Cc1ccc2oc(-c3cccnc3)nc2c1
  12%, 5%, -3%
> Cc1cccc(C(=O)OCC(=O)Nc2ccc(N3CCCCC3)cc2)c1O
  -8%, 8%, -3%
> Cn1c(SCC(=O)N2CCN(c3ccccc3)CC2)nnc1-c1c[nH]c2ccccc12
  ?, 7%, 2%
> CC(=O)/C(N=Nc1ccc(SC(F)F)cc1)=C(\C)O
  -4%, -9%, 0%
> Cc1ccc(N(Cc2ccccc2)C(=O)c2cc(S(=O)(=O)N3CCOCC3)ccc2C)cc1
  21µM*, -3%, -3%
> Oc1[nH]c2ccccc2c1N=Nc1nc2ccccc2s1
  ?, 8%, 2%
> CCCn1c(-c2ccc(F)cc2)n[nH]c1=S
  6%, 29%, 7%
> COc1ccccc1OCC(=O)OC/C(O)=C(\C#N)c1nc2ccccc2[nH]1
  ?, 3%, -5%
> Cc1csc2nc(O)c(C(=O)NC3CCCCCC3)c(=O)n12
  ?, -8%, -8%
